Screens as filed in PubChem BioAssay.
BRCA1 expr up = BRCA1 expression activation. Potency, µM (titrated, usually from 46.1 µM), inactives show at the top dose activation, actives largely listed as activators. AID 624202. 380,000 compounds, 1.1% hits. MCF7-BRCA1-FFLuc reporter, luminescence, 48 h; response scale: scaled: vehicle 0%, 10 µM genistein 100%; note: nearly all actives have a fitted effect of over 80% in size; some results filed as inactive show a strong effect at the top dose
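MCF7 cells carrying a BRCA1-firefly luciferase reporter (2000 cells/well, phenol-red free MEM) were attached for 2 h at 37 °C, then given compounds for 48 h. Luminescence was read 15 min after luciferase reagent; activity normalized to genistein (10 microM) and DMSO.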
FLuc modulator = inhibits or activates purified firefly luciferase, miR-21 counter-screen | P08659 | purified FLuc, Km substrates, luminescence inhibition | Potency, µM (top dose mostly 57.5 µM), for the others: top-dose activity change, negative = inhibition, most hits filed as inhibitors | 360,000 compounds, 6.9% hits | AID 588342;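 note: plate controls were vehicle for no effect and reference inhibitor for full effect; nearly all actives have a fitted effect of over 55% in size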
Target sequence (P08659 whole entry, looked up): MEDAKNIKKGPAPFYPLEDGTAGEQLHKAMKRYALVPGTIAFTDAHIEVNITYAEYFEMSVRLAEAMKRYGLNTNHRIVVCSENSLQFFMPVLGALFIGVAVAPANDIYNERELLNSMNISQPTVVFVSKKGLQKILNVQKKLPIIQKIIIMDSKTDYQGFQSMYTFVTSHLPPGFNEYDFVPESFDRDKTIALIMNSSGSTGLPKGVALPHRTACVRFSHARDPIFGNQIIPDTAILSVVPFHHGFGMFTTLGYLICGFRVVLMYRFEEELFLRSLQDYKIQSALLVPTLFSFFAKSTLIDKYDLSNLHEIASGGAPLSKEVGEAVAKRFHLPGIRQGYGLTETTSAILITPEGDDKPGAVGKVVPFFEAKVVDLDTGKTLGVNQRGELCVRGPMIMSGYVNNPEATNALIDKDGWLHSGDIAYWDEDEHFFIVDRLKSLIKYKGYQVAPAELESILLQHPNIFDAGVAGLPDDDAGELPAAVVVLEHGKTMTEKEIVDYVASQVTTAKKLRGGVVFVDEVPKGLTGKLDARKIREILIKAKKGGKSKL
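Purified P. pyralis luciferase (10nM final) with 10uM D-luciferin and 10uM ATP (Km levels) in 50mM Tris acetate pH 7.5, 10mM Mg acetate, 0.01% Tween-20, 0.05% BSA; qHTS 6-point titration, ~60 µM downward; luminescence read.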
Active calls of the source: *. Calls come from the whole dose curve; as a rule, active = well fitted curve in the direction sought with a large enough effect; inconclusive = small, poorly fitted or top-dose-only effect, or another doubt; inactive = no such curve, though single readings can be large; an effect the other way counts as inactive or inconclusive. Potency is the fitted concentration of half-maximal effect.

COc1ccc(S(=O)(=O)NCCS(=O)(=O)N2CCN(c3ccccc3)CC2)cc1C was read as BRCA1 expr up -33% and FLuc modulator -10%.
Screening Cc1ccc(-c2nc(C)c(CCNC(=O)C(=O)Nc3cc(C)ccc3C)s2)cc1 returned BRCA1 expr up 2% and FLuc modulator 3%.
`Cc1ccc(NC(=O)c2ccc3snnc3c2)cc1Cl` gave BRCA1 expr up 50% and FLuc modulator -1%.
`CCOC(=O)c1c(NC(=O)CSc2cn(CCNC(=O)c3c(F)cccc3F)c3ccccc23)sc2c1CCC2` gave BRCA1 expr up 0% and FLuc modulator 3%.
For CCc1ccc(NC(=O)CN2C(C(=O)OC)=C(c3ccccc3)c3ccccc3S2(=O)=O)cc1 the results were BRCA1 expr up -31% and FLuc modulator -3%.
Screening CCCN1C(=O)C2(c3ccccc31)c1c(oc3ccccc3c1=O)C(=O)N2CCCOC(C)C (stereo not drawn) returned BRCA1 expr up -14% and FLuc modulator -7%.
`CCOc1ccc(NC(=O)[C@H](Cc2ccccc2)N2Cc3ccccc3C2=O)cc1` gave BRCA1 expr up 9% and FLuc modulator -3%.
COc1ccc(C)cc1NC(=O)Cn1c(=O)oc2cc(S(=O)(=O)N3CCCCC3)ccc21 was read as BRCA1 expr up 0% and FLuc modulator -11%.
Screening COc1cccc(N2CCN(S(=O)(=O)c3cn(C)c(C)n3)CC2)c1 returned BRCA1 expr up 9% and FLuc modulator 0%.
Screening CCCCCSc1nc2sc3c(c2c(=O)n1-c1ccc(OC)cc1)CCN(C(C)=O)C3 returned BRCA1 expr up -4% and FLuc modulator -8%.

Not a retest: an excerpt of the list.
COc1ccc(S(=O)(=O)NCCS(=O)(=O)N2CCN(c3ccccc3)CC2)cc1C was read as BRCA1 expr up -33% and FLuc modulator -10%.
Screening Cc1ccc(-c2nc(C)c(CCNC(=O)C(=O)Nc3cc(C)ccc3C)s2)cc1 returned BRCA1 expr up 2% and FLuc modulator 3%.

Further results follow.
CCc1ccc(S(=O)(=O)c2nnn(-c3cccc(C)c3)c2N)cc1 was read as BRCA1 expr up -20% and FLuc modulator 1%.
For CCOc1ccccc1C1CC(=O)NC(C)=C1C(=O)OCc1ccc(C)cc1 (stereo not drawn) the results were BRCA1 expr up 0% and FLuc modulator -9%.
Screening CCCCOc1ccc(C(=O)Nc2cccc(-c3nc4ccccc4o3)c2C)cc1 returned BRCA1 expr up -3% and FLuc modulator 1%.
Screening CCOc1ccc(-c2n[nH]c3c2C(c2ccccc2OC)N(c2ccc(Br)cc2)C3=O)cc1 (stereo not drawn) returned BRCA1 expr up -15% and FLuc modulator -6%.
For CCOC(=O)c1cc(-c2ccc(C)cc2)n(CCC(=O)Nc2ccc(OC)c(OC)c2)c1C the results were BRCA1 expr up -57% and FLuc modulator -19%.
For O=C(NC1(C(F)(F)F)NC(=O)N(CCc2ccccc2)C1=O)c1ccccc1Cl (stereo not drawn) the results were BRCA1 expr up 12% and FLuc modulator -10%.
`COc1ccc(C(=O)Nc2cc(S(=O)(=O)c3ccc(Cl)cc3)c(O)c(C)c2C)cc1` gave BRCA1 expr up 38% and FLuc modulator 8.5µM*.
For Cc1cc(Br)ccc1NC(=O)c1ccc(NS(=O)(=O)c2c(C)noc2C)cc1 the results were BRCA1 expr up -8% and FLuc modulator inconclusive.
COc1cccc(OCc2cc(=O)n3cc(C)sc3n2)c1 was read as BRCA1 expr up 19% and FLuc modulator inconclusive.
`O=C(CS(=O)(=O)c1cccc2nsnc12)NCc1ccccc1` gave BRCA1 expr up 4% and FLuc modulator -2%.

Of the compounds above, 2 contain four or more nitrogen atoms.
Screening COc1cccc(N2CCN(S(=O)(=O)c3cn(C)c(C)n3)CC2)c1 returned BRCA1 expr up 9% and FLuc modulator 0%.
CCc1ccc(S(=O)(=O)c2nnn(-c3cccc(C)c3)c2N)cc1 was read as BRCA1 expr up -20% and FLuc modulator 1%.

The listing continues.
O=C(CNC(=O)c1ccccc1)OCc1cc(=O)n2nc(C3CCCCC3)sc2n1 was read as BRCA1 expr up 17% and FLuc modulator -16%.
Screening Cc1ccc(Cl)cc1NC(=O)CCS(=O)(=O)c1ccc2c(c1)n(C)c(=O)c(=O)n2C returned BRCA1 expr up 17% and FLuc modulator 0%.
CCN(C(=O)CSc1nc2ccccc2n1Cc1ccc(F)cc1Cl)c1ccccc1 was read as BRCA1 expr up 9% and FLuc modulator 0%.
COc1ccc(-c2cc(C(F)(F)F)nc(SCCC(=O)Nc3cc(C)ccc3O)n2)cc1 was read as BRCA1 expr up 2% and FLuc modulator -1%.
CC(C)CC(NS(=O)(=O)c1ccc2c(c1)oc(=O)n2C)C(=O)NCCc1ccc(Cl)cc1 (stereo not drawn) was read as BRCA1 expr up -14% and FLuc modulator 1%.
Screening CCOC(=O)Cn1c(=O)n(CC2CCCO2)c2nc(-c3cc(OC)ccc3OC)nc(C(N)=O)c21 (stereo not drawn) returned BRCA1 expr up 6% and FLuc modulator -4%.
Screening COCCNC(=O)Cc1ccc(NC(=O)N2CCCCc3ccccc32)cc1 returned BRCA1 expr up 5% and FLuc modulator -2%.
COC(=O)c1c(SCC(=O)Nc2ccccc2C(F)(F)F)[nH]c2ccc(Cl)cc2c1=O was read as BRCA1 expr up -15% and FLuc modulator inconclusive.
`O=c1oc2ccccc2cc1-c1cn2cc(Cc3cc(Cl)ccc3Cl)sc2n1` gave BRCA1 expr up 0% and FLuc modulator 0%.
Cc1ccc(C(CC(=O)Nc2ccc(F)c(Cl)c2)N2Cc3ccccc3C2=O)cc1 (stereo not drawn) was read as BRCA1 expr up -2% and FLuc modulator 0%.
For COc1cc(NC(=O)NCCn2nnc3cc(S(=O)(=O)N(C)C)ccc32)cc(OC)c1 the results were BRCA1 expr up -7% and FLuc modulator -1%.
CCN(CCCNC(=O)c1cc(Nc2ccccc2OC)nc2ccccc12)c1cccc(C)c1 was read as BRCA1 expr up -35% and FLuc modulator 2%.
For Cc1c(Cl)ccc2sc(N3CCN(C(=O)c4ccco4)CC3)nc12 the results were BRCA1 expr up inconclusive and FLuc modulator inconclusive.
Screening COc1ccc(C(=O)Nc2ccc(-c3nc4ncccc4o3)cc2C)cc1Br returned BRCA1 expr up 16% and FLuc modulator 0%.
`CCOC(=O)Cn1c(=O)n(C2CCCCC2)c2nc(-c3cccc(OC)c3)nc(C(N)=O)c21` gave BRCA1 expr up 6% and FLuc modulator 1%.
CCOC(=O)c1c(-c2ccccc2)oc2ccc(N(C(C)=O)S(=O)(=O)c3cc(C)ccc3C)cc12 was read as BRCA1 expr up 12% and FLuc modulator 3%.
`Brc1cccc(-c2nnn3c2nc(N2CCCCC2)c2ccccc23)c1` gave BRCA1 expr up -5% and FLuc modulator 0%.
CCOc1ccc(C(=O)Nc2ccc3nc(Nc4cccc(C(F)(F)F)c4)cc(C)c3c2)cc1OCC was read as BRCA1 expr up -5% and FLuc modulator 5%.
Screening COc1cc(NC(=O)C(CC(C)C)NS(=O)(=O)c2ccc3c(c2)CCCC(=O)N3)cc(OC)c1 (stereo not drawn) returned BRCA1 expr up -13% and FLuc modulator 1%.
CCc1cccc(N2C(=O)N(CC(=O)NCc3cccc(OC)c3OC)c3ccccc3S2(=O)=O)c1 was read as BRCA1 expr up -29% and FLuc modulator 0%.
Screening O=C(CSc1cn(CCNC(=O)c2cccc(C(F)(F)F)c2)c2ccccc12)Nc1ccc2c(c1)OCCO2 returned BRCA1 expr up -24% and FLuc modulator -17%.
Cc1ccc(-c2nc3ccc(Cl)cn3c2Nc2ccc3c(c2)OCCO3)s1 was read as BRCA1 expr up 18% and FLuc modulator inconclusive.
For CCN(CC)c1ccc(C2C(C(N)=O)=C(C)Nc3ncnn32)cc1 (stereo not drawn) the results were BRCA1 expr up 9% and FLuc modulator -5%.
Screening CCCCn1c(=O)nc2n(-c3ccc(Br)cc3)c3ccccc3cc-2c1=O returned BRCA1 expr up 5% and FLuc modulator -4%.
O=C(c1ccc(F)cc1)n1nc(-c2ccccc2)nc1NCc1ccco1 was read as BRCA1 expr up 77% and FLuc modulator 0%.
Screening CC1CCN(C(=O)CSc2nc(-c3ccc(F)cc3)cc(C(F)(F)F)n2)CC1 returned BRCA1 expr up -2% and FLuc modulator -8%.
For COc1ccc(S(=O)(=O)c2c(SC)nn(CC(=O)Nc3cccc(C)c3C)c2N)cc1 the results were BRCA1 expr up 0% and FLuc modulator -6%.
Cc1ccc(NC(=O)Cn2cc(S(=O)(=O)N3CCN(c4ccccc4F)CC3)c3ccccc3c2=O)cc1F was read as BRCA1 expr up -8% and FLuc modulator 4%.
Screening Cc1cccc(N2CCN(C(=O)CCCn3ncn4c(cc5occc54)c3=O)CC2)c1C returned BRCA1 expr up -2% and FLuc modulator 0%.
For Cc1cccc(NC(=O)c2ccc3snnc3c2)c1 the results were BRCA1 expr up 10% and FLuc modulator inconclusive.
Screening COc1ccc(OC)c(NC(=O)C(NS(=O)(=O)c2ccc3c(c2)CCCC(=O)N3)C(C)C)c1 (stereo not drawn) returned BRCA1 expr up 11% and FLuc modulator 1%.
Cc1ccc(NC(=O)CC2Nc3ccccc3NC2=O)cc1C (stereo not drawn) was read as BRCA1 expr up -13% and FLuc modulator -12%.
Screening Cc1ccc(NC(=O)c2cc3c(-c4ccccc4)nn(-c4ccccc4)c3s2)cc1 returned BRCA1 expr up 4% and FLuc modulator 2%.
`O=C(CCC(=O)N1CC2CCCN2c2ccccc21)NCc1ccc(Cl)cc1` (stereo not drawn) gave BRCA1 expr up -9% and FLuc modulator -9%.
`O=C(CCS(=O)(=O)c1ccccc1)N(Cc1cccnc1)c1nc2c(Cl)cccc2s1` gave BRCA1 expr up 0% and FLuc modulator 4%.
Screening Cc1ccc2c(c1)C(=O)OC(C(=O)Nc1ncc(Cc3ccccc3Cl)s1)C2 (stereo not drawn) returned BRCA1 expr up 13% and FLuc modulator -1%.
Screening COc1ccccc1CNc1ncnc2onc(-c3ccc(Cl)cc3)c12 returned BRCA1 expr up -1% and FLuc modulator -2%.
Screening CCCCNC(=O)c1c(C)oc2ncn(CC(C)C)c(=O)c12 returned BRCA1 expr up 14% and FLuc modulator -6%.
For Cc1cc(C)cc(-n2c(SCC(=O)N3CCC(C)CC3)nc3c([nH]c4ccccc43)c2=O)c1 the results were BRCA1 expr up -5% and FLuc modulator -2%.
`CCC(C)NC(=O)CSc1nc2cc3c(cc2c(=O)n1Cc1ccc(C(=O)NCCc2ccc(OC)c(OC)c2)cc1)OCO3` (stereo not drawn) gave BRCA1 expr up -11% and FLuc modulator 0%.
For COc1ccc(S(=O)(=O)c2nnn(-c3cc(Cl)c(OC)cc3OC)c2C)cc1 the results were BRCA1 expr up 1% and FLuc modulator 6%.
COc1c(Cl)cc(Cl)cc1/C=C(\C#N)c1nc2ccccc2[nH]1 was read as BRCA1 expr up -17% and FLuc modulator 2%.
CCC(Oc1ccccc1)C(=O)Nc1cc(-c2ccccc2F)nn1-c1ccccc1 (stereo not drawn) was read as BRCA1 expr up 0% and FLuc modulator -9%.
`Cc1ccc(S(=O)(=O)N(CC(O)Cn2c3ccccc3c3ccccc32)c2cccc(C(=O)NCCO)c2)cc1` (stereo not drawn) gave BRCA1 expr up -60% and FLuc modulator -16%.
`Cc1ccc(N2C(=O)c3[nH]nc(-c4ccc(Cl)cc4)c3C2c2ccc(F)cc2)cc1` (stereo not drawn) gave BRCA1 expr up -75% and FLuc modulator 0%.
Screening COc1ccc2c(c1)c1c(c(=O)n(-c3ccc(OC)c(OC)c3)c(=O)n1Cc1ccc(F)cc1)n2C returned BRCA1 expr up 7% and FLuc modulator -1%.
COc1ccc(Cl)cc1NC(=O)Cn1c(=O)n(Cc2ccco2)c(=O)c2ccc(C(=O)NC3CCCC3)cc21 was read as BRCA1 expr up -5% and FLuc modulator 5%.
Screening COc1ccccc1NC(=O)Cn1nc(-c2ccc(C)cc2)c2c(c1=O)CCCC2 returned BRCA1 expr up -2% and FLuc modulator -17%.
Screening COc1cc(C2N=C(N)Nc3nc4ccccc4n32)ccc1OCCC(C)C (stereo not drawn) returned BRCA1 expr up -5% and FLuc modulator -3%.
Cc1ccccc1-c1nnn(CC(=O)Nc2sc3c(c2C#N)CCC(C(C)(C)C)C3)n1 (stereo not drawn) was read as BRCA1 expr up 14% and FLuc modulator inconclusive.

Sorted by SMILES length (lowest first): part of the list above
`CCOC(=O)Cn1c(=O)n(C2CCCCC2)c2nc(-c3cccc(OC)c3)nc(C(N)=O)c21` gave BRCA1 expr up 6% and FLuc modulator 1%.
Screening COc1cc(NC(=O)C(CC(C)C)NS(=O)(=O)c2ccc3c(c2)CCCC(=O)N3)cc(OC)c1 (stereo not drawn) returned BRCA1 expr up -13% and FLuc modulator 1%.
Cc1ccc(NC(=O)Cn2cc(S(=O)(=O)N3CCN(c4ccccc4F)CC3)c3ccccc3c2=O)cc1F was read as BRCA1 expr up -8% and FLuc modulator 4%.

The list goes on:
Screening COc1cccc(C2CC(=O)Nc3cc(OC)c(OC)c(OC)c32)c1OC(C)C (stereo not drawn) returned BRCA1 expr up -16% and FLuc modulator 0%.
CCOC(=O)c1cccc(NC(=O)CCc2c(C)nc3cc(-c4ccc(Cl)cc4)nn3c2C)c1 was read as BRCA1 expr up -37% and FLuc modulator 12µM*.
Screening Cc1ccc(C)c(N2CCN(S(=O)(=O)c3ccc4[nH]c5c(c4c3)CCCCC5)CC2)c1 returned BRCA1 expr up -32% and FLuc modulator -5%.
CCN(CC)S(=O)(=O)c1ccc(C(=O)Nc2nc3c(Cl)cc(Cl)cc3s2)cc1 was read as BRCA1 expr up -24% and FLuc modulator inconclusive.

The list is partial (hit frequency here may not be typical).
